Screens deposited in PubChem by National Center for Advancing Translational Sciences (NCATS).
PI4K2A block: qHTS for small molecular inhibitors of PI4K2A. Phosphatidylinositol 4-kinase type 2-alpha (Homo sapiens), Q9BTU6. purified PI4K2A, ADP-Glo luminescence, 1 h; stronger effect = lower value. activity change, negative = inhibition, % at 76.9 µM. 0.13% of 420,000 active; in the data active = activity change below about -50%; inconclusive = mostly about -30% to -49%;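 also: -100% = wells without enzyme as full effect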
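In this quantitative HTS, ADP production by PI4K2A was quantified luminescently after 1 h at ambient temperature; 100 microM adenosine served as plate-quality control.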
GLS inhibitor: qHTS for Inhibitors of Glutaminase (GLS); GLS enzymatic activity, qHTS titration; Potency, µM (titrated, usually from 45.5 µM), for inactives: top-dose activity change, negative = inhibition, hits mostly inhibitors; 0.21% of 410,000 active; also: potency is read from the fitted curve at half-maximal effect; % is scaled to controls: 0 for no effect and ±100 for the full control effect
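Read-out is an Amplex red fluorescence increase coupled through glutamate oxidase and HRP, measured before and after 30 min room-temperature incubation. hKGA is in 45 mM KH2PO4 (pH 8.2) with 0.02% Tween-20; glutamine added as 1mM solution.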
ALOX12 inh: Primary qHTS assay for inhibitors of human arachidonate 12S-lipoxygenase (ALOX12): Round 2. Polyunsaturated fatty acid lipoxygenase ALOX12 (Homo sapiens), P18054. purified 12hLO, xylenol orange hydroperoxide absorbance. Potency, µM (doses to about 108 µM), for the others: at the highest dose activity change, negative = inhibition, most hits filed as inhibitors. 1.1% of 580,000 active. AID 1671190, 2021; also: potency is read from the fitted curve at half-maximal effect; % is scaled to controls: 0 for no effect and ±100 for the full control effect
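Purified human 12hLO at 150 nM in 25 mM Hepes, 0.01% Triton X-100, pH 7.0, preincubated 15 min at room temperature with compound. Reaction started with 40 uM arachidonic acid, 30 min at room temperature. Hydroperoxide measured by Fe-xylenol orange, 573/405 nm absorbance ratio.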
ERG Ets-DNA blk: qHTS for Small Molecule Inhibitors of the ERG Ets/DNA interaction; fluorescence polarization, His-ERG Ets domain / labelled DNA; 0.028% of 370,000 active; Transcriptional regulator ERG (Homo sapiens), P11308; AID 624246, 2012; Potency, µM (titrated, usually from 76.9 µM), for inactives: at the top dose FP activity, negative = inhibition, most hits filed as inhibitors; active = well fitted inhibition curve with a large enough effect in the polarisation, with a control signal flat; inconclusive = small, poorly fitted or top-dose-only effect, or effect the other way, or a change in a side signal; inactive = no such curve, though single readings can be large or run the other way; the % refers to the polarisation;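 also: polarization taken with two DNA probes labelled with fluorescein and Texas red; potency is read from the fitted curve at half-maximal effect; % of control where 0% means no effect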
Target sequence (P11308 whole entry, looked up, the tested form may be a part): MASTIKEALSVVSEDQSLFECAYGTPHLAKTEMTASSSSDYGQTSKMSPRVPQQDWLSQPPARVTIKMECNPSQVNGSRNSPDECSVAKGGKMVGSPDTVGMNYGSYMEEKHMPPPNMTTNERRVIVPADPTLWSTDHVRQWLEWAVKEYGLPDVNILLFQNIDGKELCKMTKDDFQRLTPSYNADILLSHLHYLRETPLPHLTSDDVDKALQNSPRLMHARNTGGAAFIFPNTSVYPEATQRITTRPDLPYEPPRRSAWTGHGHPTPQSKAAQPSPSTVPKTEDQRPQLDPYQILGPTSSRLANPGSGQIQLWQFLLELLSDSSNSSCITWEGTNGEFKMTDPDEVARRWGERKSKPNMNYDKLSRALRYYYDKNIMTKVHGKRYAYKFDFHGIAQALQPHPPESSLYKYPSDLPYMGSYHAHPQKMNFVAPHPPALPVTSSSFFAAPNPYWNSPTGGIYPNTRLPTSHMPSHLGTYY
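His-tagged ERG Ets domain (1 uM in the protein solution; 300mM KCl, 50mM Tris-HCl, 1mM EDTA, 1mM DTT, pH 7.5) received compound, then a probe mix of 5 nM fluorescein-DNA and 100nM Texas-615-DNA. Fluorescence polarization was read for both dyes.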
G9a block: qHTS Assay for Inhibitors of Histone Lysine Methyltransferase G9a; 8.8% of 350,000 active; Potency, µM (doses to about 102 µM), without a hit: at the highest dose activity, negative = inhibition, most hits filed as inhibitors; G9a H3K9 monomethylation, AlphaScreen, 2 h; AID 504332, 2011; Histone-lysine N-methyltransferase EHMT2 (Homo sapiens), Q96KQ7; also: potency is read from the fitted curve at half-maximal effect; % is scaled to controls: 0 for no effect and ±100 for the full control effect; nearly all actives have a fitted effect of over 75% in size
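Compounds were preincubated with 20 nM G9a for 15 min, after which biotinylated H3K9 peptide (500 nM) and SAM (20 uM) started a 2 h room-temperature reaction. Monomethylated product was quantified by antibody-based AlphaScreen chemiluminescence.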
BAZ2B block: qHTS Assay for Inhibitors of BAZ2B. AlphaScreen BAZ2B-H3K14Ac peptide displacement. 4.4% of 360,000 active. Potency, µM (titrated, usually from 114 µM), without a hit: at the top dose activity change, negative = inhibition, actives largely listed as inhibitors. AID 504333, 2011; also: potency is read from the fitted curve at half-maximal effect; % is scaled to controls: 0 for no effect and ±100 for the full control effect; nearly all actives have a fitted effect of over 60% in size
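AlphaScreen displacement of biotin-H3(5-23)K14Ac peptide (50 nM final) from BAZ2B (50 nM final) in PBS pH 7.4, 0.01% Tween-20; complex preformed 30 min RT, then compounds (top 110 uM) 30 min RT, beads 20 min dark.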
RGS4 inhibitor: Inhibitors of Regulator of G Protein Signaling (RGS) 4: qHTS | Regulator of G-protein signaling 4 (Homo sapiens), P49798 | Transcreener GDP fluorescence polarization, RGS4-accelerated GTP hydrolysis | Potency, µM (highest dose often 114 µM), inactives show top-dose activity change, negative = inhibition, most hits filed as inhibitors | 0.039% of 390,000 active; also: potency is read from the fitted curve at half-maximal effect; % is scaled to controls: 0 for no effect and ±100 for the full control effect; nearly all actives have a fitted effect of over 75% in size; some results filed as inactive show a strong effect at the top dose
Target sequence (P49798 whole entry, looked up): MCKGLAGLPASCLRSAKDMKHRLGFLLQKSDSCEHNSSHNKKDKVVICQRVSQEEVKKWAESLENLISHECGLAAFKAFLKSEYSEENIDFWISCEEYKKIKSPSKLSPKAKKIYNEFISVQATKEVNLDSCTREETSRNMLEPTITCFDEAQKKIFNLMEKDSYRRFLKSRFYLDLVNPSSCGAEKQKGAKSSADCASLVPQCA
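MLSMR compounds (23 nl, pin-transferred) preincubated 10 min at room temperature with a 500nM (2x) first reagent, then RGS4 at 900nM (2x) plus Transcreener GDP mix added; fluorescence polarization (620/688 nm) read before and after 90 min at 30 °C.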
HP1b binding inh: HTS for Inhibitors of HP1-beta Chromodomain Interactions with Methylated Histone Tails; AlphaScreen HP1-beta / biotin-H3K9me3 peptide binding; Potency, µM (series often up to 114 µM), for inactives: at the highest dose activity change, negative = inhibition, usual class: inhibitors; 0.56% of 390,000 active; also: potency is read from the fitted curve at half-maximal effect; nearly all actives have a fitted effect of over 70% in size; inactives centre near 23
Target sequence (P83916 whole entry, looked up): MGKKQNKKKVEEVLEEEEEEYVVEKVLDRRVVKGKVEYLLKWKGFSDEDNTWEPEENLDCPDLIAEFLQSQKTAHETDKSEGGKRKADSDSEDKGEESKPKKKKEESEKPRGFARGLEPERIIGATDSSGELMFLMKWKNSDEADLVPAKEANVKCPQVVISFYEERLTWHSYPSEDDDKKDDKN
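AlphaScreen: HP1-beta (50 nM) preformed 30 min with biotin-H3(1-18)K9me3 peptide (50 nM) in PBS pH 7.4, 0.01% Tween-20. Compound added for 30 min at RT, then streptavidin donor/nickel chelate acceptor beads (10 ug/mL) for 30 min.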
JMJD2A Tudor: qHTS Assay for Inhibitors of JMJD2A-Tudor Domain; 4.4% of 390,000 active; AID 504339, 2011; AlphaScreen JMJD2A-Tudor / H3K4me3 peptide binding; Potency, µM (series often up to 114 µM), without a hit: at the top dose activity change, negative = inhibition, actives largely listed as inhibitors; also: potency is read from the fitted curve at half-maximal effect; % is scaled to controls: 0 for no effect and ±100 for the full control effect; nearly all actives have a fitted effect of over 50% in size
* = called active by the depositor; ? = inconclusive; / = not tested or not shown; & = joins results of further samples; [ ] = another dose, or the depositor's remark. Unless noted, calls follow the shape of the dose curve; as a rule, active = well fitted curve in the direction sought with a large enough effect; inconclusive = small, poorly fitted or top-dose-only effect, or another doubt; inactive = no such curve, though single readings can be large; an effect the other way counts as inactive or inconclusive.

SMILES	PI4K2A block	GLS inhibitor	ALOX12 inh	ERG Ets-DNA blk	G9a block	BAZ2B block	RGS4 inhibitor	HP1b binding inh	JMJD2A Tudor
CC(=O)Nc1ccc(NC(=O)N2CCCCC2)cc1	5	-6%	55%[activator]	7%	-28%[12.7 µM]	-22%	1%	17%	-3%
COc1ccc(C(=O)NCC(=O)OCC(=O)NC2CCCCCC2)cc1OC	0	0%	183%[activator]	2%	/	/	-20%	36%	-2%
O=C(Nc1ccc(Cl)c(C(F)(F)F)c1)N1CCCC(O)C1 (stereo not drawn)	0	9%	55%[activator]	-1%	8%[59 µM]	-5%	-7%	26%	-5%
Cc1ccc(C(=O)C2CC2)cc1C	1	1%	-5%	4%	/	/	10%	35%	0%
CCCc1[nH]nc2c1C(C1CCCCC1)C(C#N)=C(N)O2 (stereo not drawn)	2	5%	?	-2%	5%	12%	13%	28%	-30%
O=C(CSc1cn(CC(=O)N2CCOCC2)c2ccccc12)Nc1ccccc1C(F)(F)F	2	2%	0%	0%	-11%[59 µM]	?	-5%	43%[activator]	-1%
CC(C)Sc1nc(SCC(=O)O)c2c3c(sc2n1)COC(C)(C)C3	-3	6%	12%	6%	-19%[59 µM]	-7%	-9%	18%	-12%
COc1ccccc1C(=O)NCCOc1ccc(C)c(C)c1	2	15%	0%	-5%	20%[59 µM]	-21%	1%	15%	-8%
CCCC(=O)N(c1ccc(C(=O)O)cc1)c1nc(-c2ccccc2)c(C)s1	-3	3%	-8%	11%	-9%	-16%	19%	26%	-15%
CCOC(=O)C1CCN(c2ccc([N+](=O)[O-])cc2S(=O)(=O)N2CCOCC2)CC1	-22	4%	-12%	5%	-3%[59 µM]	-14%	30%	7%	-13%
CCn1c(=O)c([N+](=O)[O-])c(NCCCn2ccnc2)c2ccccc21	1	-3%	126%[activator]	-2%	12%	-19%	13%	9%	-9%
CCN(CC)S(=O)(=O)c1cc(C)ccc1NC(=S)Nc1cccnc1	2	3%	-22%	4%	?	-27%	-10%	22%	-23%
COc1ccccc1NS(=O)(=O)c1cc(NC(=O)c2ccccc2[N+](=O)[O-])ccc1N1CCOCC1	-1	3%	?	1%	/	/	-31%	-19%[57 µM]	-21%
O=C(CCn1c(=O)c2sccc2n(Cc2cccc(F)c2)c1=O)NCc1ccc2c(c1)OCO2	-2	7%	0%	0%	6%[59 µM]	4%	-11%	17%	-7%
COc1ccc(NC(=O)CN2C(=O)c3ccccc3Sc3ccc(C(=O)N4CCOCC4)cc32)c(OC)c1	3&1	2%&7%	0%&-29%	5%&3%	1%[59 µM]	-7%&-9%	-49%&-4%	26%&9%	-11%&-21%
O=C(COC(=O)/C=C/c1ccc(F)cc1)Nc1cccc(S(=O)(=O)N2CCCC2)c1	1	-3%	-3%	-4%	-5%	-19%	-11%	29%	-5%
CN1C(=O)Cc2cc(S(=O)(=O)CCC(=O)Nc3ccc(OC(F)(F)F)cc3)ccc21	-5	3%	-3%	-4%	-2%[59 µM]	-5%	-6%	23%	-13%
Cc1ccc(N2CC(C(=O)N3CCCCC3)CC2=O)cc1C (stereo not drawn)	-6	0%	15%	-15%	20%	-5%	-23%	27%	6%
Cc1ccc(NC(=O)N2CCCC(c3nc(-c4ccc(F)cc4)no3)C2)cc1 (stereo not drawn)	-1	-6%	0%	-1%	22%[12.7 µM]	?	-7%	34%	10%
O=C(c1ccc([N+](=O)[O-])cc1)N(Cc1cccs1)C1CCS(=O)(=O)C1 (stereo not drawn)	2	7%	-5%	7%	/	-2%	19%	11%	-2%
C=CC[C@@H](CC(=O)N[C@H](CO)Cc1ccccc1)C(=O)N[C@H](COC(=O)[C@@H](CC=C)CC(=O)OC(C)(C)C)Cc1ccccc1	-1	-6%	-10%	14%	/	/	-13%	54%[activator]	-13%
CN(CC(=O)Nc1ccccc1Cl)C(=O)c1ccccc1Sc1ccccc1C#N	3	2%	-26%	-3%	?	-27%	-4%	29%	-17%
CC(NS(=O)(=O)c1ccc(Br)cc1)c1ccccc1 (stereo not drawn)	2	-13%	2%	8%	?	-11%	-7%	65%[activator]	5%
CCN(CC)S(=O)(=O)c1cc(C(=O)Nc2cccnc2Cl)ccc1Cl	1	14%	11%	1%	?	-18%	-6%	25%	-12%
O=C(Nc1ccc(F)cc1)C1CCN(S(=O)(=O)c2cccs2)CC1	-1	-8%	-6%	-20%	-2%	17%	8%	50%[activator]	-5%
Cc1ccc(NC(=O)CSc2nnnn2-c2ccc3c(c2)OCO3)cc1C	7	6%	1%	-1%	2%[59 µM]	-1%	16%	19%	-3%
Cc1ccc(-c2nnc3c4ccccc4c(C)nn23)cc1NC(=O)c1ccccc1	0	-6%	-29%	-1%	10%[59 µM]	-2%	-1%	22%	-19%
CC(C)c1ccc(NC(=O)Cn2c(=O)n(Cc3nc(-c4ccccc4)no3)c(=O)c3cc4c(cc32)OCO4)cc1	-6	-2%	-11%	-2%	1%[59 µM]	-2%	7%	38%	9%
COc1cc(S(=O)(=O)N2CCCCC2)ccc1NC(=O)c1ccc(F)cc1	-2	-12%	7%	-2%	7%[12.7 µM]	-2%	3%	13%	-12%
Cc1cc(/C=C2/NC(=O)NC2=O)c(C)n1-c1cccnc1	-2	-4%	-17%	1%	?	-9%	-22%	-7%	-19%
O=C(CSc1n[nH]c(-c2ccccc2)n1)N1CCCC1	-2	4%	-4%	-8%	?	2%	2%	4%	-12%
COc1ccc(C2c3ccc(O)cc3Oc3ncn4nc(-c5ccncc5)nc4c32)cc1OC (stereo not drawn)	-2	3%	7%	12%	/	-7%	14%	44%[activator]	-10%
COC(=O)c1ccncc1N	9	-5%	0%	-8%	7%	-24%	-18%	26%	3%
COc1ccc(C(=O)c2ccc(CC(=O)O)s2)cc1	1	4%	-11%	0%	-36%	-17%	8%	16%	-12%
CCN(CC)C(=O)Oc1ccc(Br)cc1C(=O)Nc1ccc(F)c(Cl)c1	4	-8%	0%	13%	/	4%	-22%	33%	10%
COc1cccc(C2CC(C(F)(F)F)n3nc(C(=O)Nc4c(C)n(C)n(-c5ccccc5)c4=O)cc3N2)c1 (stereo not drawn)	1	2%	11%	-19%	27%[12.7 µM]	-16%	3%	19%	-6%
COc1ccc2[nH]c(=S)[nH]c2c1	-1	-3%	?	2%	4.5µM*	10%	-33%	16%	56µM*
CC(=O)Nc1ccc(SCC(=O)N(CCC#N)c2ccc(C)cc2)cc1	-2	-3%	-10%	3%	?	-5%	-12%	19%	-20%
Cn1c(C(=O)N[C@@H](Cc2ccccc2)C(=O)O)cc2cc(F)ccc21	-3	2%	0%	2%	-17%	-20%	10%	26%	-16%
CCCCCC1CC(COc2ccccc2)OC1=O (stereo not drawn)	-3	-16%	17%	2%	77%[activator]	56%[activator]	-5%	102%[activator]	78%[activator]
COc1cc(OC)c(C2C(C(=O)O)c3ccccc3C(=O)N2C)cc1OC (stereo not drawn)	-4	8%	0%	-2%	?	-33%[57.1 µM]	-2%	57%[activator]	0%
CSc1cccc(NC(=O)CN2C(=O)COc3ccc(S(=O)(=O)N4CCOCC4)cc32)c1	0	0%	-17%	2%	66%[activator][59 µM]	-6%	13%	19%[57 µM]	-3%
Cc1ccsc1C(=O)OCC(=O)NC1CC1	4	-8%	22%	-8%	/	/	-14%	38%	-7%
CCNc1nc(NCC)nc(NC(N)=S)n1	0	2%	-24%	-2%	25µM*	-5%	11%	16%	-8%
O=C(NCc1ccco1)c1ccccc1NS(=O)(=O)c1ccc2c(c1)OCCO2	-2	10%	23%	4%	-16%[59 µM]	?	6%	16%	-30%
CSc1ccccc1OCc1cc(C(=O)N2CCN3CCCC3C2)no1 (stereo not drawn)	-2	-8%	-4%	19%	-10%	-22%	-9%[56.9 µM]	18%	-19%
O=C(Cn1cnc2c(cnn2-c2ccc(Cl)cc2)c1=O)NC1CCCCC1	-2	5%	-6%[57.4 µM]	2%	4%	14%	-4%	36%	-13%
CCN1CCN(C(=O)N2CCOCC2)CC1	2	-6%	9%	4%	/	-8%	6%	12%	-2%
COc1cccc(NC(=O)NCCC2=CCCCC2)c1	-3	-13%	-2%	-3%	8%	-8%	2%	33%	-3%

This is a subset; count on the stated rates, not on these rows.
